# TGFb SMAD3 inh – qHTS for Inhibitors of TGF-b. HepG2 CAGA-GFP TGF-b/SMAD3 reporter, GFP fluorescence, 18 h; TGF-beta stimulated, 500 pg/mL final. Potency, µM (top dose mostly 46.1 µM), for the others: top-dose activity, negative = inhibition, usual class: inhibitors. actives 1.2% (n = 410,000). AID 588855, 2011; note: potency is the fitted concentration of half-maximal effect; % is set by controls: 0 for no effect and ±100 for the full control effect; nearly all actives have a fitted effect of over 65% in size
#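 Smad-responsive CAGA-GFP expression was quantified in HEPG2 cells exposed to compounds and 500 pg/mL final TGF-beta for 18 h at 37 degrees C; unstimulated wells defined full inhibition.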
# Mm-Cpn inhibitor – Inhibitors of TCP-1 ring complex (TRiC) of Methanococcus maripaludis (MmCpn): qHTS | Chaperonin Mm-Cpn (Methanococcus maripaludis) | purified Mm-Cpn ATPase, ADP Transcreener TR-FRET | Potency, µM (doses to about 76.9 µM), without a hit: at the highest dose activity, negative = inhibition, actives largely listed as inhibitors | actives 0.031% (n = 330,000) | AID 504842, 2011; note: potency is the fitted concentration of half-maximal effect; % is set by controls: 0 for no effect and ±100 for the full control effect; nearly all actives have a fitted effect of over 80% in size
#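 Eu-cryptate anti-ADP/ADP-d2 competition gives a ratio inversely related to ADP. Enzyme at 25 nM was pre-exposed to compound for 10 min, then given 10 uM ATP for 30 min, 37°C throughout.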
# EPAC2 agonist – qHTS for Agonist of cAMP-regulated guanine nucleotide exchange factor 4 (EPAC2): primary screen; Rap guanine nucleotide exchange factor 4 (Homo sapiens), Q8WZA2; EPAC2 activation, biochemical qHTS; response scale: 100% = 6.5 mM cAMP response; Potency, µM (doses to about 154 µM), inactives show at the top dose activation, actives largely listed as activators; actives 0.079% (n = 360,000); note: potency is the fitted concentration of half-maximal effect; nearly all actives have a fitted effect of over 50% in size
# Target sequence (Q8WZA2 whole entry, looked up): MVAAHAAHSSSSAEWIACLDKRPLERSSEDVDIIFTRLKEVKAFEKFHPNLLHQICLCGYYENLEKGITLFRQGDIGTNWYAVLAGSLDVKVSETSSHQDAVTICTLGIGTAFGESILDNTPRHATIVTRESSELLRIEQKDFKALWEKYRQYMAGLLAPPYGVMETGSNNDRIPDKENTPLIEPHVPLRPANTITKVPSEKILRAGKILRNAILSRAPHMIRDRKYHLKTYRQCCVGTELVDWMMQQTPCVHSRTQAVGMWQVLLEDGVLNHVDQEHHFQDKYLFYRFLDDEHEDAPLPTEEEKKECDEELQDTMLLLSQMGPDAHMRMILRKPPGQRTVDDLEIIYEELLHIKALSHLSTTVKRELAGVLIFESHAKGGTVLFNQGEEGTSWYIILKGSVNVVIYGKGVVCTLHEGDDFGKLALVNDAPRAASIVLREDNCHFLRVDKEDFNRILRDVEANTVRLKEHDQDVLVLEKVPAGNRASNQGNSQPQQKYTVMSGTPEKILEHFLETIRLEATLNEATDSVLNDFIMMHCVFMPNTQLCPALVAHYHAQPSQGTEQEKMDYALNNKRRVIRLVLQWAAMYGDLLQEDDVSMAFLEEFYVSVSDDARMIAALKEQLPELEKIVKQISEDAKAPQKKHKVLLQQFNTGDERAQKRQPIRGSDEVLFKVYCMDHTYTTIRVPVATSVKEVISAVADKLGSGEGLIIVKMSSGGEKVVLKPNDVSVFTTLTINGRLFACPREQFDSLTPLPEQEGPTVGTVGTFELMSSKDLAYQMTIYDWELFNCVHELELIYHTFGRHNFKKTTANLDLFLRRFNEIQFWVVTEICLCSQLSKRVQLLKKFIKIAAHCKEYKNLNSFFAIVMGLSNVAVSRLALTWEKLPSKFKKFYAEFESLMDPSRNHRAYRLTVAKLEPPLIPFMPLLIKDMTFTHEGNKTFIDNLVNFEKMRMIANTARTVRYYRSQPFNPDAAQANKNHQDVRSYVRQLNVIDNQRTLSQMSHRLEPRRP
#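 In this primary screen, activation is scored as increased exchange of BODIPY-GDP from Rap1B by 100 nM EPAC2, with 50 uM GDP as competitor. Signal is normalized to the 6.5 mM cAMP agonist control.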
# Nrf2 ARE act – qHTS of Nrf2 Activators. actives 0.31% (n = 410,000). Potency, µM (doses to about 46.1 µM), for inactives: at the top dose activation, most hits filed as activators. AREc32 ARE-luciferase reporter (MCF7-derived line), luminescence, 24 h; note: potency is the fitted concentration of half-maximal effect; % of control where 0% means no effect; nearly all actives have a fitted effect of over 65% in size
#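 Luminescent ARE reporter assay in AREc32_Fluc cells: overnight plating at 37 deg C, 24 hr compound incubation, Steady-Glo added, 30 min RT before reading.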
# A549 viability – Nrf2 qHTS screen for inhibitors: counterscreen for cytotoxicity; actives 0.16% (n = 390,000); A549 ARE-Fluc cells, CellTiter-Fluor viability, 18-24 h; AID 504648, 2011; Potency, µM (doses to about 46 µM), for inactives: at the highest dose activity change, negative = cytotoxicity, hits mostly inhibitors; note: potency is the fitted concentration of half-maximal effect; % is set by controls: 0 for no effect and ±100 for the full control effect
#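 A549 ARE_Fluc cells in 5% FBS OPTI-MEM were exposed to compounds in concentration-response for 18-24 h at 37 deg C. Viability was read by CellTiter-Fluor fluorescence (Ex 405/Em 525) after 30 min, before the luciferase read.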
# Akt phos inh – HTS Assay for Inhibitors of Akt Phophorylation: Primary Screen; Neuro2A IGF-stimulated pAkt S473 HTRF, 20 min; stronger effect = lower value; activity change, % for hits at 50 µM; actives 0.32% (n = 360,000); in the data active = activity change below about -80%; inconclusive = mostly about -51% to -80%; note: % is set by controls: 0 for no effect and ±100 for the full control effect
#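 Neuro2A cells (4,500/well, DMEM with 0.5% FBS) were treated with compound at a single 50 µM final concentration, stimulated with 6 nM IGF for 20 min at 37 °C, and lysed. Phospho-Akt Ser473 was read by HTRF as 665/615 ratio ×10^4.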
# Nrf2 inh – Nrf2 qHTS screen for inhibitors; Potency, µM (highest dose often 46 µM), for inactives: top-dose activity change, negative = inhibition, most hits filed as inhibitors; A549 ARE-Fluc reporter, luciferase luminescence, 18-24 h; actives 2.1% (n = 360,000); AID 504444, 2011; note: potency is the fitted concentration of half-maximal effect; % is set by controls: 0 for no effect and ±100 for the full control effect; nearly all actives have a fitted effect of over 60% in size
#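 Quantitative HTS in A549 cells stably bearing an antioxidant response element-firefly luciferase construct. Inhibition of Nrf2-driven transcription was scored by luminescence after 18-24 h of compound exposure at 37 °C.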
# CCT modulator – High-Throughput Screening for Modulators of Cytosolic Chaperonin Activity | purified chaperonin ATPase assay, HTRF ADP detection, 30 min | actives 0.3% (n = 360,000) | AID 651819, 2012 | activity change, % (concentration not given with the values), hits read low; in the data active = activity change below about -30%; note: % is set by controls: 0 for no effect and ±100 for the full control effect
#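 We incubate TRiC, 40 or 20 nM final, with library compounds at 76 uM and 10 uM ATP for 30 min at 37 °C. ADP formed is detected with Transcreener HTRF reagents after 30 min at room temperature.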
# EPAC2 antag – qHTS for Antagonist of cAMP-regulated guanine nucleotide exchange factor 2 (EPAC2): primary screen | Potency, µM (doses to about 114 µM), for the others: at the top dose activity, negative = inhibition, actives largely listed as inhibitors | EPAC2 GEF exchange of Rap1B-BODIPY-GDP, fluorescence | actives 0.18% (n = 360,000); note: potency is the fitted concentration of half-maximal effect; % is set by controls: 0 for no effect and ±100 for the full control effect; nearly all actives have a fitted effect of over 45% in size; many of its hits are not listed in these tables
# * hit, by the source's call; i = inactive; ? = inconclusive; / = not tested or not shown; [ ] = another dose, or the depositor's remark. Unless noted, calls come from the whole dose curve; as a rule, active = well fitted curve in the direction sought with a large enough effect; inconclusive = small, poorly fitted or top-dose-only effect, or another doubt; inactive = no such curve, though single readings can be large; an effect the other way counts as inactive or inconclusive. Some of the compounds tested. The share of hits here may be higher or lower than overall.
SMILES,TGFb SMAD3 inh,Mm-Cpn inhibitor,EPAC2 agonist,Nrf2 ARE act,A549 viability,Akt phos inh,Nrf2 inh,CCT modulator,EPAC2 antag
CCC(C(=O)Nc1ccc2c(c1)OCCO2)n1nnc2ccccc2c1=O (stereo not given),-11%,-3%,10%,2.5%,-3%,i,?,0.7,3%
COc1ccccc1N1CCN(CCCOc2ccc(F)cc2)CC1,15%,-1%,2%,0.3%,1%,i,1%,-2.4,3%
CN(CC(=O)N1CCCC1)S(=O)(=O)c1ccc(Cl)cc1,0%,-6%,1%,0.2%,-7%,/,23%,0.6,5%
CC(C)(C)C(=O)C(Cc1ccccc1)n1cncn1 (stereo not given),1%,0%,-8%,-0.1%,19%,i,9%,3.0,29%
NC(=O)c1cc(S(=O)(=O)NCC2CCC(C(=O)Nc3cccc(Cl)c3)CC2)cs1 (stereo not given),-25%,/,/,0.1%,-1%,/,?,/,/
CCC1CCCCN1S(=O)(=O)c1ccc(NC(=O)c2nc(SC)ncc2Cl)cc1 (stereo not given),?,/,/,4.5%,1%,/,?,/,/
CCN(CC(=O)NCc1cccs1)C(=O)/C=C/c1cccc(OC)c1OC,-2%,0%,0%,0.2%,-6%,i,3%,0.0,3%
CCOC(=O)N1CCC(NC(=O)C2=C(C)C(=O)OC23CCC(C)CC3)CC1 (stereo not given),-13%,0%,14%,-0.7%,0%,i,-14%,-1.6,-1%
CCOc1ccc2oc(=O)cc(CN3CCN(c4ccccc4OC)CC3)c2c1,?,/,/,0.3%,-1%,/,-26%,/,/
COc1ccc([C@H]2CC(=O)C=C(c3ccc4ccn(C)c4c3)C2)cc1,-20%,-26%,9%,3.4%,6%,i,?,-0.9,-5%
CC(=NO)C1(C)CC=CCC1CO (stereo not given),-8%,/,9%,-0.6%,/,i,/,3.2,3%
Cc1ccc(Cn2cc(/C=N/NC(=O)Cc3nnc(NC(=O)c4ccc(C)cc4)s3)c3ccccc32)cc1,-27%,0%,-4%,-0.6%,8%,i,15%,-0.5,-5%
Cn1c(CNC(=O)C(C)(C)C)nc2ccccc21,1%,1%,-4%,-0.2%,-4%,i,6%,0.4,9%
CN(C)c1ccc(CNC(=O)CN2C(=O)COc3ccc(S(=O)(=O)N4CCCC4)cc32)cc1,8%,2%,5%,-0.7%,1%,i,16%,-2.4,-4%
O=C(CN1CCOCC1)Nc1c2c(nc3ccccc13)N(Cc1ccccc1)CC2,-2%,-2%,-9%,3.5%,-6%,i,-4%,-0.7,7%
CC(Cc1ccccc1)N(C)C(=O)CN1C(=O)c2ccccc2C1=O (stereo not given),-8%,/,-4%,-0.7%,11%,i,5%,0.1,-6%
Nc1cc2c(cc1[N+](=O)[O-])OCCO2,0%,1%,-2%,-0.5%[9.22 µM],-13%,i,-10%,-1.3,0%
CCOc1ccccc1N(CC(=O)O)S(=O)(=O)c1ccccc1,-10%,0%,2%,-0.4%,-7%,i,-5%,-4.1,-1%
CCC(NC(=O)c1ccccc1NC(=O)c1ccc(C)cc1)C(=O)O (stereo not given),-5%,2%,9%,0.4%,-2%,i,/,-0.5,1%
Cc1cc(OCC(=O)c2cccc(C(F)(F)F)c2)n2cnnc2n1,2%,0%,7%,-0.4%,2%,i,?,-0.5,2%

# Compounds shown so far containing a halogen (5):
SMILES,TGFb SMAD3 inh,Mm-Cpn inhibitor,EPAC2 agonist,Nrf2 ARE act,A549 viability,Akt phos inh,Nrf2 inh,CCT modulator,EPAC2 antag
COc1ccccc1N1CCN(CCCOc2ccc(F)cc2)CC1,15%,-1%,2%,0.3%,1%,i,1%,-2.4,3%
CN(CC(=O)N1CCCC1)S(=O)(=O)c1ccc(Cl)cc1,0%,-6%,1%,0.2%,-7%,/,23%,0.6,5%
NC(=O)c1cc(S(=O)(=O)NCC2CCC(C(=O)Nc3cccc(Cl)c3)CC2)cs1 (stereo not given),-25%,/,/,0.1%,-1%,/,?,/,/
CCC1CCCCN1S(=O)(=O)c1ccc(NC(=O)c2nc(SC)ncc2Cl)cc1 (stereo not given),?,/,/,4.5%,1%,/,?,/,/
Cc1cc(OCC(=O)c2cccc(C(F)(F)F)c2)n2cnnc2n1,2%,0%,7%,-0.4%,2%,i,?,-0.5,2%

# Next part.
SMILES,TGFb SMAD3 inh,Mm-Cpn inhibitor,EPAC2 agonist,Nrf2 ARE act,A549 viability,Akt phos inh,Nrf2 inh,CCT modulator,EPAC2 antag
COc1ccc(C(=O)Nc2cc3c(cc2Cl)OCCCO3)cc1,20%,-4%,5%,7.6%,-5%,i,?,-3.8,-5%
CCOc1nc(NCCN2CCOCC2)nc(NC(C)C)n1,8%,1%,-2%,0.5%,-3%,i,-17%,-2.2,-2%
COC(=O)CCCC(=O)N1CCC(CO)(CCc2ccccc2)CC1,0%,1%,3%,-1.0%,2%,i,9%,0.9,0%
Cc1cccc(/C=N/N(CCO)C2=NS(=O)(=O)c3ccccc32)c1,-11%,0%,1%,5.1%,-1%,i,?,2.6,?
O=C(O)C1C2C=CC(C2)C1C(=O)NC1CCS(=O)(=O)C1 (stereo not given),?,0%,3%,-0.4%,0%,i,10%,-1.2,-3%
CSc1ncc(-c2ccc(Cl)cc2)[nH]1,38%[activator],4%,8%,2.3%,3%,i,?,-2.6,0%
O=S(=O)(c1cc(Cl)ccc1Cl)N1CCCCC1,-10%,0%,5%,0.2%,2%,i,-19%,-3.3,-2%
Cc1cc(C)c(NC(=S)N(CCCN2CCN(C)CC2)Cc2cccs2)c(C)c1,-40%,-6%,11%,-0.2%,-2%,i,6%,-12,4%
Cc1ccc(S(=O)(=O)NCC(=O)N(CC(=O)NCC2CCCO2)CC2CCCO2)cc1 (stereo not given),-1%,0%,-2%,0.3%,1%,i,5%,-1.9,6%
CCCCOc1ccc(-c2cc(C(=O)NNC(=S)NCC)c3ccccc3n2)cc1,?,-2%,-21%,0.4%,?,/,/,-2.4,-19%
COc1ccc(N2CCN(c3nc(NC(C)(C)C)nc(N4CCCCC4)n3)CC2)cc1,8%,1%,-7%,-0.7%,?,i,/,-0.3,-6%
CC(C)OC(=O)Cn1nc(C(F)(F)F)c2c1CCCC2,5%,-3%,-2%,-0.4%,-22%,i,-1%,1.2,0%
C[C@@H](C(=O)NCCc1c[nH]c2ccccc12)[C@@H]1C[C@@]1(C)[C@@H](NC(=O)OCc1ccccc1)c1ccccc1,?,0%,19%,8.1%,-3%,i,-25%,-6.1,3%
O=C(Nc1cccc(S(=O)(=O)N2CCCCC2)c1)Nc1ccc(Cl)cc1Cl,?,1%,0%,-0.1%,?,i,?,1.0,-4%
CCc1c(SCCC(=O)O)nc2ccccc2c1C,3%,-4%,1%,-0.2%,-6%,i,-8%,1.1,-10%
CS(=O)(=O)Nc1ccc(C(=O)NCC2CCCO2)cc1 (stereo not given),?,3%,15%,0.0%,-3%,i,/,-3.7,12%
COCCn1c(N2CCN(c3ccc(OC)cc3)CC2)nc2c1c(=O)n(C)c(=O)n2C,4%,0%,1%,0.3%,5%,i,4%,-2.4,0%
Cc1nn(C)cc1C1C2=C(CC(C)(C)CC2=O)N(c2ccccc2)C2=C1C(=O)CC(C)(C)C2,3%,1%,2%,-0.2%,0%,i,0%,-0.5,-1%
Cc1cccc(NC(=O)Cn2cnc3c(cnn3-c3ccc(F)cc3)c2=O)c1C,-8%,1%,-1%,0.1%,1%,i,-29%,-9.8,-23%
Cc1ccc(C)n1-c1ccc(C(=O)Nc2ccccc2F)cc1,-1%,-22%,0%,7.3%,-11%,i,?,-0.5,5%
CCC(=O)Nc1ccc(-c2cc3ccccc3oc2=O)cc1,-12%,-5%,6%,-0.5%,-2%,i,?,0.3,-19%
CCCCC(=O)OCC(=O)c1ccc(OCC)cc1,-13%,-2%,7%,-0.1%,-4%,i,4%,-1.7,2%
CN(C)c1ccc(/C=N\NC(=O)c2cccc3cc[nH]c23)cc1,-21%,-5%,19%,2.6%,1%,i,2%,-0.6,-4%
O=C(CSc1nc(-c2ccncc2)nn1CC(=O)N1CCCCC1)NC1CCCC1,6%,1%,7%,-0.7%,-14%,i,4%,2.4,22%
C=CCSC1=N/C(=C\c2ccc(C(=O)O)cc2)C(=O)S1,10%,1%,5%,0.1%,5%,i,-15%,2.1,10%
O=C(COc1ncnc2ccccc12)Nc1cccc([N+](=O)[O-])c1,-5%,-6%,3%,3.1%,4%,i,-8%,-0.1,-1%
Cc1[nH]cnc1CSCCN,0%,0%,6%,-1.0%,?,i,/,-0.9,1%
COCCN1Cc2cc3cc(C)ccc3nc2SC1=Nc1ccc(OC)cc1,-2%,-2%,9%,0.7%,-3%,i,-27%,-2.2,5%
CC1(C)Cc2nc3sc4c(=O)[nH]cnc4c3cc2CS1,2%,0%,0%,3.0%,-8%,i,/,2.4,-1%
Cc1cc(S(=O)(=O)NC2CCCCC2)ccc1OCC(=O)NCc1cccnc1,-10%,-4%,1%,-0.1%,0%,i,-7%,-1.2,8%
CNc1cncc(-c2cccc(OC)c2F)n1,12%,/,4%,5.0%,/,i,/,-1.2,-11%
O=C(CCCN1C(=O)[C@H]2CC=CC[C@H]2C1=O)NCc1nc(-c2ccc(Cl)cc2)no1,-16%,-2%,7%,2.1%,-2%,i,7%,-1.1,-2%
CC1=CC(c2ccccc2)n2nc(N3C(=O)CCC3=O)nc2N1 (stereo not given),-1%,2%,-3%,-0.6%,-5%,i,1%,-6.0,6%
COc1ccccc1NC(=O)c1oc2ccc(C)cc2c1C,6%,-2%,23%,13%,14%,i,/,1.4,4%
Cc1ccc(S(=O)(=O)N2CCCCC2)cc1C(=O)NCc1ccccn1,?,2%,1%,-0.5%,1%,i,5%,0.0,-3%

# Source: PubChem BioAssay
